# Screens as filed in PubChem.
# LDHA inh = blocks human lactate dehydrogenase A. purified LDHA, NADH/diaphorase-resazurin fluorescence; stronger effect = lower value. P00338. hit rate 0.15% among 480,000. AID 1347041. activity change, % (values are at about 110 or 230 µM); in the data active = activity change below about -30%; inconclusive = mostly about -25% to -30%;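 also: plate controls were DMSO wells for no effect and wells without enzyme for full effect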
#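 Resorufin fluorescence (ex540/em590), read at 0 and 20 min after diaphorase/resazurin addition, reports the NADH left after a 5 min room-temperature reaction of 2 nM human LDH5 with 0.06 mM NADH and 0.2 mM pyruvate.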
# Vif-A3F inh = Vif-A3F binding inhibition | HeLa A3F-eYFP + Vif (tagged APOBEC3F with the HIV-1 protein that degrades it), YFP fluorescence increase | Potency, µM (highest dose often 46.1 µM), inactives show at the highest dose activity, negative = active | hit rate 0.2% among 390,000; also: potency is read from the fitted curve at half-maximal effect; % of control where 0% means no effect; nearly all actives have a fitted effect of over 65% in size
#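 HeLa cells stably expressing Vif plus C-terminally eYFP-tagged A3F were seeded, incubated overnight at 37 deg C, dosed with compound, incubated overnight again at 37 deg C. Yellow fluorescence (Ex 488/Em 500-530) reported blocked Vif-mediated A3F-eYFP degradation.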
# Vif-A3G inh = inhibitors of Vif-APOBEC3G interaction | HeLa A3G-eYFP + Vif (tagged APOBEC3G with the HIV-1 protein that degrades it), YFP fluorescence, overnight | Potency, µM (top dose mostly 46.1 µM), for the others: at the top dose activity, negative = active, actives largely listed as inhibitors | hit rate 0.076% among 410,000;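 also: potency is read from the fitted curve at half-maximal effect; % is scaled to controls: 0 for no effect and ±100 for the full control effect; nearly all actives have a fitted effect of over 60% in size; hits raise eYFP signal because A3G escapes Vif-driven loss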
#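 Read-out is eYFP fluorescence (Ex 488/Em 500-530) from Vif-expressing HeLa A3G-eYFP cells; more signal means A3G escaped Vif-mediated degradation. Cells plated overnight, compound pinned in, incubated overnight at 37 deg C.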
# USP1-UAF1 inh = USP1/UAF1 (human) deubiquitinase inhibition; recombinant USP1/UAF1, Ub-Rhodamine cleavage fluorescence; hit rate 0.23% among 390,000; O94782; Potency, µM (doses to about 57.1 µM), without a hit: at the top dose activity change, negative = inhibition, actives largely listed as inhibitors; also: potency is read from the fitted curve at half-maximal effect; % is scaled to controls: 0 for no effect and ±100 for the full control effect; nearly all actives have a fitted effect of over 60% in size; inactives centre near -12
#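 1 nM enzyme complex + cpd, 15 min RT; start with Ub-Rho 150nM final; kinetic fluorescence ex 480/em 540, 6 reads q60 s. Buffer 50mM HEPES pH 7.8, 0.5mM EDTA, 0.1 mg/ml BSA, 1mM TCEP, 0.01% Tween-20.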
# RXFP1 ag = activates the human relaxin receptor RXFP1; HEK293T-RXFP1 cAMP TR-FRET, 30 min; response scale: percent of porcine relaxin response, buffer zero; hit rate 0.3% among 370,000; Potency, µM (titrated, usually from 57.5 µM), inactives show top-dose activation, usual class: activators; AID 2676; also: potency is read from the fitted curve at half-maximal effect; % is scaled to controls: 0 for no effect and ±100 for the full control effect; nearly all actives have a fitted effect of over 60% in size; many of its hits are not listed in these tables
#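 HEK293 cells stably expressing RXFP1, treated 30 min at 37C with compounds plus PDE4 inhibitor Ro 20174; cAMP measured by HTRF TR-FRET. Normalized to buffer and 29 nM porcine relaxin; EC50 by Hill fit.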
# mIDH1 inhibitor = blocks human mutant IDH1 R132H enzyme | O75874 | IDH1-R132H enzyme, NADPH consumption, diaphorase/resazurin fluorescence | Potency, µM (doses to about 76.6 µM), for inactives: top-dose activity change, negative = inhibition, actives largely listed as inhibitors | hit rate 0.093% among 390,000; also: potency is read from the fitted curve at half-maximal effect; % is scaled to controls: 0 for no effect and ±100 for the full control effect; nearly all actives have a fitted effect of over 65% in size
# Target sequence (O75874 whole entry R132H, stated change not applied): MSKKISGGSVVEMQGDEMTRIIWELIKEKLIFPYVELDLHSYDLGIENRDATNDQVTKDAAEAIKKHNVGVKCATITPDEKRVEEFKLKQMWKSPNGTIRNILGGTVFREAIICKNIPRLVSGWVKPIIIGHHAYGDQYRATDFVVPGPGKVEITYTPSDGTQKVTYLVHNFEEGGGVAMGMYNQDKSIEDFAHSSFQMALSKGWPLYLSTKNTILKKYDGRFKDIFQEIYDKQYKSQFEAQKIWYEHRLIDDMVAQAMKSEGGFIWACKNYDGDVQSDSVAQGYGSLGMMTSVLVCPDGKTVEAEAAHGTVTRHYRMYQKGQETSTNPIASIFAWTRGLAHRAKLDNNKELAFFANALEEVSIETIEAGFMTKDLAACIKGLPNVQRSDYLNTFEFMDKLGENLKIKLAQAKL
#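 IDH1-R132H (0.5 ug/mL) preincubated 30 min with compound, then NADPH (0.016 mM) and alpha-KG (2 mM) added; 80 min at RT, pH 7.5. Remaining NADPH coupled via diaphorase/resazurin to fluorescence (540/590 nm); concentration-response curves normalized to no-enzyme control.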
# Glioma ERSR ind = induces the endoplasmic reticulum stress response in human glioma cells; hit rate 0.02% among 420,000; Potency, µM, inactives show at the top dose activation, actives largely listed as activators; U87-MG GRP78 promoter luciferase reporter, 16 h; also: potency is read from the fitted curve at half-maximal effect; series mostly up to about 76 µM; % of control where 0% means no effect; nearly all actives have a fitted effect of over 35% in size
#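 ERSR induction read as luciferase luminescence (Bright-Glo, 10 min at room temperature) in stably transfected human U87-MG glioma cells exposed to compounds for 16 h, using GRP78 as sensor.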
# PI4K2A block = PI4K2A (human) kinase inhibition; AID 1346378; Q9BTU6; hit rate 0.13% among 420,000; activity change, negative = inhibition, % at 76.9 µM; purified PI4K2A, ADP-Glo luminescence, 1 h; stronger effect = lower value; in the data active = activity change below about -50%; inconclusive = mostly about -30% to -49%;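 also: -100% = wells without enzyme as full effect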
#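 ADP-Glo luminescence measured ADP generated by PI4K2A enzyme (4 ug/mL before mixing) with 1.2 mM PI substrate (pre-mix) and 300 microM ATP (pre-mix). Tris pH7.5 buffer with MgCl2, Triton X-100; 1 h reaction at ambient temperature.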
# TrxR1 substrate = is turned over as a substrate by rat TrxR1 | Potency, µM (highest dose often 114 µM), for inactives: top-dose activity change, negative = substrate turnover | purified TrxR1 substrate turnover, NADPH consumption readout | hit rate 0.01% among 390,000 | O89049; also: potency is read from the fitted curve at half-maximal effect; % is scaled to controls: 0 for no effect and ±100 for the full control effect; nearly all actives have a fitted effect of over 50% in size
# Target sequence (O89049 whole entry, looked up): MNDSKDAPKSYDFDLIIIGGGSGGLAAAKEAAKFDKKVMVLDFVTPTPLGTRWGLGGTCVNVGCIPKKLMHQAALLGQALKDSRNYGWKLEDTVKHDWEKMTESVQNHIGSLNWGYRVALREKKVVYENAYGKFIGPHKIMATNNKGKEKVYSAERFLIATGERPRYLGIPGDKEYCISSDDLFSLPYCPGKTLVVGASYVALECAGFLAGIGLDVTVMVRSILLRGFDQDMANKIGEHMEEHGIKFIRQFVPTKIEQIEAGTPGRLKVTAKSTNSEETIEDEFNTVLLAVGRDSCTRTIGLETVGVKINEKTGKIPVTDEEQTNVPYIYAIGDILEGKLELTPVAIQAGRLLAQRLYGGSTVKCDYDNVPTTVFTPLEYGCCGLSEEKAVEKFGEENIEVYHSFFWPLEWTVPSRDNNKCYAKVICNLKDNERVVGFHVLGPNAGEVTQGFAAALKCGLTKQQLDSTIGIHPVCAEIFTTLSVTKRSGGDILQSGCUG
#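 Rat TrxR1, dispensed at 90 nM, was prereduced with 400 uM NADPH (final) for 5 min at ~22 deg C, then incubated with compound 15 min before 400 uM selenite. A first-read NADPH fluorescence drop versus no-compound background flagged substrates.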
# Numbers without * were called inactive; ? = inconclusive; . = not tested or not shown; [ ] = remark or other dose. Unless noted, calls follow the shape of the dose curve; as a rule, active = well fitted curve in the direction sought with a large enough effect; inconclusive = small, poorly fitted or top-dose-only effect, or another doubt; inactive = no such curve, though single readings can be large; an effect the other way counts as inactive or inconclusive. These rows are one share of the data (hit frequency here may not be typical).
SMILES,LDHA inh,Vif-A3F inh,Vif-A3G inh,USP1-UAF1 inh,RXFP1 ag,mIDH1 inhibitor,Glioma ERSR ind,PI4K2A block,TrxR1 substrate
COC(=O)c1ccc(CN(c2ccccc2Cl)S(C)(=O)=O)cc1,-10,-1%,1%,-19%,-0.5%,0%,-3%,2,1%
O=C(NNCc1ccccc1)c1ccccn1,-2,9%,-1%,-1%,.,1%,-10%,-3,-1%[2.29 µM]
COC(=O)C1CCN(c2c([N+](=O)[O-])cc(C(F)(F)F)cc2[N+](=O)[O-])CC1,0,4%,0%,-11%,2.1%,6%,-7%,6,5%[57.1 µM]
CCC1CN(C(=O)N2CCC(C(=O)O)CC2)c2cc(C)ccc2O1 (stereo not drawn),-6,-1%,-4%,28%,0.6%,-18%,-2%,-4,58%[activator]
CN(CCC#N)C(=O)CC(Cc1ccccc1)C1CCOC(C)(C)C1 (stereo not drawn),1,3%,0%,-10%,-2.4%,0%,-4%,0,3%
Cc1nc(C)c(-c2csc(Nc3cccnc3)n2)s1,-2,-7%,-2%,6%,0.3%,2%,3%,3,11%[57.1 µM]
CCCn1c2ccccc2c2cnn(CC(=O)N(CCCOC)Cc3ccco3)c(=O)c21,2,-3%,-5%,-14%,3.5%,14%,-1%,-3,4%
COCCCNC(=S)NNC(=O)C(O)(c1ccccc1)c1ccccc1,-8,-1%,0%,3%,0.7%,3%,-5%,-3,-3%[57.1 µM]
C=CC[C@H](CC(=O)NCCO)C(=O)N[C@H](COC(=O)[C@H](CC=C)CC(=O)OC(C)(C)C)c1ccccc1,2,0%,0%,?,.,3%,-5%,-1,4%
C#CCOc1c(Cl)cc(C2C3=C(CCCC3=O)N(CC(=O)O)C3=C2C(=O)CCC3)cc1OC,0,16%,1%,-20%,12%,10%,-4%,-5,410%[activator]
COc1cc(CN2CCNC(=O)C2CC(=O)N(C)Cc2ncc[nH]2)cc(OC)c1 (stereo not drawn),4,11%,0%,-6%,-1.1%,10%,-2%,-3,-12%[57.1 µM]
COc1ccc(C(=O)OC2=C(C(=O)c3ccccc3)N(C)S(=O)(=O)c3ccccc32)cc1OC,-4,1%,2%,?,1.7%,-7%,-6%,1,-2%
O=C(C[n+]1cccc(NC(=O)c2ccccc2)c1)c1ccc(NC(=O)c2ccccc2)cc1,-5,-1%,2%,-6%,3.1%,6%,-1%,-9,-3%
CC(=O)c1c(C)[nH]c(C(=O)NCCc2c[nH]c3ccccc23)c1C,2,6%,-1%,-12%,-3.8%,3%,3%,-1,-2%
Cc1ccc(NC(=O)/C(=C\c2ccccc2)NC(=O)/C=C/c2ccccc2)cc1,-4,-1%,0%,-21%,0.1%,0%,-1%,1,4%
COc1ccc(C(=O)/C=C2/C(=O)Nc3ccccc32)cc1,0,-2%,-24%,-16%,-3.7%,-1%,?,8,-4%
COc1ccc(-c2noc(COc3cc(C)ccc3C)n2)cc1OC,4,-20%,6%,-21%,-1.1%,0%,-2%,1,-4%
COc1cc(CNc2nc3c(C)cc(C)cc3s2)ccc1O,1,-6%,-3%,-2%,2.4%,-10%,-3%,-2,-8%[57.1 µM]
O=C(c1cccnc1Cl)N(Cc1ccccc1)Cc1ccccc1,-4,-1%,0%,-15%,1.8%,1%,-3%,3,3%[57.1 µM]
C/C(=N/NC(=O)c1cnccn1)c1cccs1,-4,-3%,-2%,-2%,0.1%,4%,-6%,-14,-14%
COc1cc(OC)c(C=O)c(OC(=O)N2CCOCC2)c1,-1,-11%,0%,-24%,-2.6%,12%,-5%,-2,0%
CC1CCN(S(=O)(=O)N2CCC(C(=O)O)CC2)CC1,-1,-9%,-1%,3%,2.9%,7%,-2%,3,-6%
CC(C)C(=O)Nc1ccccc1C(=O)OCC(=O)c1ccc2c(c1)OCCO2,-7,-5%,-1%,-20%,0.2%,3%,1%,-6,3%[57.1 µM]
C=CC[C@H](CC(=O)N[C@H](CO)Cc1ccccc1)C(=O)N[C@H](COC(=O)[C@@H](CC=C)CC(=O)OC(C)(C)C)Cc1c[nH]c2ccccc12,1,10%,0%,?,.,6%,-2%,-4,-11%[57.1 µM]
CCOc1ccccc1CN1CCC(n2nccc2NC(=O)CCc2ccccc2)CC1,2,-23%,0%,-15%,4.2%,6%,0%,-4,8%
CC1CCCCC1NC(=O)COC(=O)c1ccc2c(c1Cl)C(=O)c1ccccc1C2=O (stereo not drawn),2,-13%,0%,-21%,2.8%,4%,-5%,3,-6%
c1cc(-c2ccc3nncn3c2)ccc1CN1CCOCC1,-1,.,1%,.,.,.,-3%,-6,.
O=C(NC(=S)Nc1ccc2oc(=O)ccc2c1)c1cccc(F)c1,-1,-15%,2%,-6%,7.1%,10%,5%,2,5%
Cc1ccc(CSc2ncc(Cl)c(C(=O)Nc3nnc(C)s3)n2)cc1,-11,-11%,-9%,-23%,0.4%,-28%,0%,-12,1%
Cc1ccc(NC(=O)CS(=O)CC(=O)N(C(C)C(=O)NC2CCCCC2)C(C)(C)C)cc1 (stereo not drawn),-10,11%,0%,-18%,0.7%,0%,1%,-1,-2%
O=C(NC1CCCCC1)C1CCCN1C(=O)NCc1ccccc1 (stereo not drawn),-13,-16%,0%,-6%,1.1%,11%,-2%,-3,10%
Cn1c(C(=O)NCC2CCCO2)cc2oc3ccccc3c21 (stereo not drawn),-1,1%,-11%,-9%,0.6%,7%,3%,1,-5%
N#CC1=C(c2ccccc2)/C(=C/c2ccccc2)OC1=O,-6,-17%,-10%,-23%,1.0%,?,17%,-5,5%
CC1CCN(C(=O)Cn2cc(C(=O)c3ccco3)c3ccccc32)CC1,-4,4%,2%,-11%,0.7%,4%,-5%,-4,-2%
COc1ccccc1C(=O)N1CCN(c2cccc(Cl)c2)CC1,1,-2%,?,-10%,0.5%,0%,-6%,-1,-13%
O=C(CSc1ccc(-c2cccnc2)nn1)N1CCCCCC1,-8,-13%,0%,-23%,-1.5%,-4%,-5%,4,-3%
Cc1cc(NC(=O)Nc2cccc(C)c2C)no1,-1,1%,-2%,-3%,0.7%,-3%,1%,0,3%
OCC[C@@H]1C[C@H](O)[C@@H](O)[C@]2(OCc3cc(C(F)(F)F)ccc32)O1,-13,.,4%,.,.,.,-4%,2,.
COC(=O)c1sccc1NC(=O)CC1C(=O)NCCN1C(=O)Nc1ccc(C(F)(F)F)cc1 (stereo not drawn),0,0%,-1%,-19%,0.6%,7%,0%,-3,2%
CCN(C(=O)COC(=O)Cn1cnc2c1c(=O)n(C)c(=O)n2C)C1CCS(=O)(=O)C1 (stereo not drawn),-1,2%,0%,-10%,?,-8%,-1%,5,-5%
O=c1c2cn[nH]c2[nH]c(=S)n1-c1cccc2ccccc12,-16,0%,-19%,-13%,27%,5%,-1%,-3,7%
COc1ccc(C2=NCN(c3ccc(C)cc3)C(=S)N2)cc1,-6,-3%,3%,3%,0.3%,0%,3%,2,0%
O=C(c1cc2c(s1)-c1ccccc1OC2)N1CCN(c2ccccn2)CC1,-4,-2%,-2%,-13%,?,-2%,-2%,-3,13%[57.1 µM]
CCOC(=O)CSc1[nH]c(=O)cc(C)c1C#N,-3,5%,1%,-9%,0.1%,5%,-3%,5,8%[57.1 µM]
O=C(CSc1nnc(-c2ccc(S(=O)(=O)N3CCCC3)cc2)o1)NCC1CCCO1 (stereo not drawn),-6,7%,-1%,-18%,1.4%,15%,0%,-4,5%[57.1 µM]

# Quoted from the listing:
# CC1CCN(C(=O)Cn2cc(C(=O)c3ccco3)c3ccccc32)CC1 | LDHA inh: -4
# O=c1c2cn[nH]c2[nH]c(=S)n1-c1cccc2ccccc12 | Glioma ERSR ind: -1%

# (list continues)
SMILES,LDHA inh,Vif-A3F inh,Vif-A3G inh,USP1-UAF1 inh,RXFP1 ag,mIDH1 inhibitor,Glioma ERSR ind,PI4K2A block,TrxR1 substrate
CCOc1ccc(OCCC(=O)OCC(=O)Nc2ccc3c(c2)OCCO3)cc1,-5,8%,-1%,-19%,-1.4%,10%,-5%,-5,-8%
CSCCC(NS(=O)(=O)/C=C/c1ccccc1)C(=O)NCCc1ccc(S(N)(=O)=O)cc1 (stereo not drawn),-7,4%,-8%,3%,0.0%,-9%,2%,0,0%
O=S(=O)(c1cc(F)ccc1F)N1CCC2(CC1)OCCN2S(=O)(=O)c1ccccc1,-1,-13%,1%,-2%,0.2%,-3%,2%,0,-1%[57.1 µM]
CCc1ccc2nc3sc(C(=O)O)cc3cc2c1,-7,2%,-2%,-7%,3.4%,0%,5%,-2,3%
Cc1cc(NC(=O)C23CC4CC(C2)CC(n2cnc([N+](=O)[O-])n2)(C4)C3)no1,-5,3%,0%,-13%,1.5%,3%,-3%,-5,4%
CN(C)S(=O)(=O)c1ccc(NC(=O)CN2C(=O)NC3(CCCC3)C2=O)cc1,-4,0%,0%,-14%,3.4%,0%,3%,-3,6%
